Screening results deposited in PubChem BioAssay by The Scripps Research Institute Molecular Screening Center.
GPR151 ag – human GPR151 activation | 650,000 tested, 1% active | Q8TDV0 | activation, % at 11.2 µM | PathHunter beta-arrestin GPR151 cells, luminescence; in the data active means activation above about 4.9%;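 further: 0% = median of compound wells and 100% = cells with positive control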
Target sequence (Q8TDV0 whole entry, looked up): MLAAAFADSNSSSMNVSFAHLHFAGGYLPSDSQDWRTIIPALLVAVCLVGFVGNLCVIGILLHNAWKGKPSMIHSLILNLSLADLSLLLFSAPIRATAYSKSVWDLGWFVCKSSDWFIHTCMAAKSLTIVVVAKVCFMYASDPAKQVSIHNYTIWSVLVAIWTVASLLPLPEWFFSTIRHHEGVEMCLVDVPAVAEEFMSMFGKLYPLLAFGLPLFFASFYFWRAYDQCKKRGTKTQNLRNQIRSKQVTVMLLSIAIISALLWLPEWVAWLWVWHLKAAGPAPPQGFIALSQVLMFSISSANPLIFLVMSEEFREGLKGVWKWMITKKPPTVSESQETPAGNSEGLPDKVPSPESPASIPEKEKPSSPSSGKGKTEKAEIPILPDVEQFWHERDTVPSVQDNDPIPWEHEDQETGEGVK
MITF inh – human MITF inhibition, primary screen. AlphaScreen MITF homodimerization, bead proximity signal. inhibition, % at 2.6 µM. 650,000 tested, 0.91% active. AID 1259374; in the data active means inhibition above about 50%;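 further: 0% = vehicle wells with protein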
Target sequence (O75030 whole entry, looked up): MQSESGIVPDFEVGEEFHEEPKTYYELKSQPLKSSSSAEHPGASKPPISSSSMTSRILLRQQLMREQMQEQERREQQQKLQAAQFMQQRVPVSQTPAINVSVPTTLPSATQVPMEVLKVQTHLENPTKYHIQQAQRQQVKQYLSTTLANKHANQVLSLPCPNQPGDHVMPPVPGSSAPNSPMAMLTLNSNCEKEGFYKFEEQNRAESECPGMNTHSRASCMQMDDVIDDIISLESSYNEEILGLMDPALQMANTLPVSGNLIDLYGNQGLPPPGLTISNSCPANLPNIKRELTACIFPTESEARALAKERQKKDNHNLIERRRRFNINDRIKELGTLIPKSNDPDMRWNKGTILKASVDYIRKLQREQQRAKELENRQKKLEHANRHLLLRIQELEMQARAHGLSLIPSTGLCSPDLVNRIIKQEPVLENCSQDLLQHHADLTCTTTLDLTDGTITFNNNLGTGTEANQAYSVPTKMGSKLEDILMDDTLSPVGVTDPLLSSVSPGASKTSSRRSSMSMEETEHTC
FBW7 act – human FBW7 E3 ligase activation, primary screen; 650,000 tested, 0.13% active; AID 1259310; AlphaScreen FBW7–phospho-cyclin E peptide binding, activator screen; normalized activity (activation), % at 26.1 µM; in the data active means normalized activity above about 1.9%;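 further: purified mutant Fbw7 with reduced substrate affinity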
TEAD-YAP inh – TEAD-YAP interaction inhibition | HEK-TIYL cells, TEAD-Gal4/YAP UAS-luciferase luminescence | inhibition, % at 9.12 µM | 640,000 tested, 1.4% active; in the data active means inhibition above about 32%;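 further: 0% = median of test compound wells and 100% = reference inhibitor wells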
The depositor's hits bear a star.

SMILES	GPR151 ag	MITF inh	FBW7 act	TEAD-YAP inh
CCCC(=O)N1C(=O)CCN(C(C)=O)c2ccccc21	-1.4	4.5	1.2	-0.1
O=C(COc1ccccc1)Nc1c[nH]c(=O)[nH]c1=O	0.5	8.7	-0.1	-1.6
Cc1cc(N2CCCCC2)nc2ccc(NC(=O)CCC(=O)NCc3ccc(F)cc3)cc12	0.3	8.2	0.0	-2.6
OCCC1CN(Cc2ccco2)CCN1C1CCCCC1 (stereo not given)	-0.5	16.6	0.0	8.1
CCOC(=O)N1CCC(=NNC(=O)c2ccccc2Br)CC1	0.5	12.5	0.2	-8.9
O=S(=O)(CCOc1ccc2ccccc2c1)N1CCOCC1	-1.8	13.7	1.0	-25.3
O=S(=O)(c1ccc(F)cc1)N1CCN=C1SCc1ccccc1	-1.8	-12.6	-0.1	-0.7
Nn1c(SCC(=O)Nc2ccccc2F)nncc1=O	-1.0	-6.0	-0.4	9.9
Cc1cc(C)c2[nH]c(-c3ccccc3)c(-c3ccccc3)c2c1	1.2	20.9	0.8	10.5
CCOC(=O)c1ccccc1NS(=O)(=O)c1ccc(SC)cc1	-0.3	20.7	1.2	-9.4
C[C@@H]1NC(=O)[C@@H]2C[C@H](NC(=O)c3ccc(C(F)(F)F)cc3)CN2C1=O	1.0	-1.5	-0.3	3.1
CCN1CCCC1CNC(=O)CSCc1nc(-c2ccc(SC)cc2)oc1C (stereo not given)	-0.4	17.6	0.6	18.2

The last five compounds of the part before come first, to join the parts.
SMILES	GPR151 ag	MITF inh	FBW7 act	TEAD-YAP inh
Nn1c(SCC(=O)Nc2ccccc2F)nncc1=O	-1.0	-6.0	-0.4	9.9
Cc1cc(C)c2[nH]c(-c3ccccc3)c(-c3ccccc3)c2c1	1.2	20.9	0.8	10.5
CCOC(=O)c1ccccc1NS(=O)(=O)c1ccc(SC)cc1	-0.3	20.7	1.2	-9.4
C[C@@H]1NC(=O)[C@@H]2C[C@H](NC(=O)c3ccc(C(F)(F)F)cc3)CN2C1=O	1.0	-1.5	-0.3	3.1
CCN1CCCC1CNC(=O)CSCc1nc(-c2ccc(SC)cc2)oc1C (stereo not given)	-0.4	17.6	0.6	18.2
CC1=NNC(=O)C1C(c1ccccc1)C(C#N)C#N (stereo not given)	1.2	-0.3	-0.2	9.2
CCCCC(=O)NNC(=O)c1ccccc1C	-1.2	21.9	-0.1	-4.8
COC(=O)C1OC(C)(C(C)(C)C)OC1C(=O)OC (stereo not given)	0.4	8.7	0.1	10.8
COc1cccc(/C=N/Nc2ccc(C(=O)O)cc2)c1O	-6.5	-14.7	0.4	83.7*
CCCCNC(=O)c1ccc(N2CC3CC(C2)c2cccc(=O)n2C3)c(NS(=O)(=O)c2ccc(F)cc2)c1 (stereo not given)	-1.9	-1.7	-0.1	-4.5
CCCn1c(=O)c(C(=O)Nc2nnc(CC(C)C)s2)c(O)c2ccccc21	-0.6	-11.2	0.0	-8.9
COc1ccccc1-c1cnc(N2CCN(CCO)CC2)c2nccn12	0.0	6.6	-0.4	-32.9
O=C(Cc1ccc([N+](=O)[O-])cc1)Nc1ccc2c(c1)oc1ccccc12	0.3	13.8	0.1	0.1
COc1cc(/C=C2/N=C(c3cccc([N+](=O)[O-])c3)OC2=O)cc(OC)c1OC	0.8	9.2	0.0	6.4
COc1ccc(C/C(=N/n2c(C)nnc2C)c2ccc(OC)c(OC)c2)cc1OC	0.0	-6.2	0.1	-4.2
Cc1cc(C)cc(-n2nc3c(c2NC(=O)c2ccc(N4C(=O)CCC4=O)cc2)CSC3)c1	-1.3	-16.2	0.1	-4.4
Cc1nn(-c2ccccc2)c2[nH]cc(C(=O)Nc3ccc(F)cc3F)c(=O)c12	1.2	2.3	0.0	1.3
Cn1c2c(c(=O)n(C)c1=O)CN(Cc1ccco1)CN2	0.0	-19.2	0.2	-3.6
CCOC(=O)C(=O)N1CC(C)OC(C)C1 (stereo not given)	-0.3	6.6	-0.3	4.2
CCCN(CCC)Cc1c(C(=O)O)nnn1-c1nonc1N	6.0*	8.4	0.0	0.3
Cc1noc(C)c1S(=O)(=O)N1CCCC(C(=O)c2cccc(Cl)c2)C1 (stereo not given)	0.0	-3.9	-0.2	-2.6
C#CCOc1c(I)cc(/C=N\NC(N)=S)cc1OC	0.8	15.1	0.7	6.1
O=[N+]([O-])c1ccc(N2CCN(S(=O)(=O)c3ccccc3)CC2)c(Cl)c1	-0.1	1.8	-0.1	-8.3
COc1cc(NC(=O)CCN2CC(C)OC(C)C2)cc(OC)c1 (stereo not given)	0.7	2.1	0.1	9.0
Oc1ccc(/C=N/n2cnn(Cc3ccccc3Cl)c2=S)c(O)c1	1.1	-6.3	-0.1	5.1
CCOC(=O)C1CCC(CN(Cc2ccc(Cl)cc2)S(=O)(=O)c2cc(Cl)cc(Cl)c2)CC1 (stereo not given)	-0.2	26.4	0.5	-1.4
COc1ccc(/C=C/C(=O)NC(=S)NNC(=O)c2cccnc2)cc1OC	-1.9	11.6	0.2	4.0
C=CCOc1ccc(/C(O)=C2\C(=O)C(=O)N(Cc3cccnc3)C2c2ccc(OC)c(OC)c2)c(C)c1 (stereo not given)	2.3	23.5	0.0	3.0
CC1(C(=O)NCc2cccnc2)CCC(=O)N1CCc1ccccc1 (stereo not given)	-0.6	-9.2	-0.3	-5.9
CCCCN(C)C(=O)CSc1nc(O)c(CC(C)C)c(=O)[nH]1	1.1	21.0	1.2	12.2
Cc1cc(C)nc(SCC(O)COc2ccc(Cl)cc2)n1 (stereo not given)	-0.8	5.8	1.0	6.3
Cc1ccc(C(=O)Nc2ccc(-c3nc4ccccc4s3)c(O)c2)cc1	0.1	-23.2	0.3	2.5
CCCCCC(=O)Nc1ccc(Cc2ccncc2)cc1	-0.5	11.5	0.4	-15.1
Cc1ccc(CN2CCN(C(=O)Cn3nnnc3CN(C)C(C)C)CC2=O)cc1C	0.0	4.7	-0.1	1.8
CCCCCOC(=O)C1=C(C)NC(=O)NC1c1ccccc1F (stereo not given)	2.3	-2.9	-0.3	-1.2
Oc1ccc2cc(-c3nc(-c4ccc(Br)cc4)cs3)c(=Nc3ccc(-c4ccccc4)cc3)oc2c1	0.2	6.6	0.1	4.5
CCOc1ccc2[nH]c(=O)c(CN(CCCO)C(=O)Nc3ccc(OC)cc3)cc2c1	-0.1	-9.0	0.1	23.9
O=C(Nc1ccc(NC(=O)C(c2ccccc2)c2ccccc2)cc1)c1cccs1	4.8	0.6	0.0	-2.6
O=C(CSc1nc(=O)n(CCN2CCOCC2)c2c1CCCC2)Nc1cccc(F)c1	2.8	0.2	0.0	3.7
CCn1c(=O)n(CC(=O)N2CCCCCC2)c2cccnc21	0.4	-2.8	0.0	2.2
CCOc1ccc(C2NC(=O)NC(C)=C2C(=O)OCCSC)cc1 (stereo not given)	-1.1	-5.0	-0.1	-9.8
O=C1CCSc2nc(-c3ccc(Cl)cc3)nn21	-1.7	-6.7	0.1	-5.2
CC(=O)N1CC(=O)c2ccccc21	0.9	1.3	-0.2	4.3
O=C(Nc1ccc(F)cc1)Nc1cnc2ccccc2c1	-1.1	4.5	-0.2	-31.6
O=C1CCCN1CCn1cnc2c(NC3CCN(Cc4ccccc4)CC3)nc(Nc3ccc(C(F)(F)F)cc3)nc21	0.0	3.5	0.1	-4.3
COc1ccc(CON2C(=O)c3ccccc3C2=O)cc1Cl	-1.1	9.4	0.1	5.7
Cc1noc(C)c1-c1nc2c(NCCN3CCOCC3)ncnc2n1C(C)C	-1.2	7.9	0.1	-0.7
COc1ccc(N=c2oc3ccccc3cc2C(=O)NC(C)=O)cc1	-0.6	2.9	0.2	-29.2
Cc1ccc(-n2cc(CN3CCN4C(=O)[C@@H](CC(C)C)NC(=O)[C@H]4C3)cn2)cc1	1.4	12.6	0.0	9.6
CCN(CC)c1ncnc2sc(C(=O)Nc3nc4c(C)cccc4s3)c(C)c12	0.5	1.1	0.0	-4.9
CC(C)OCCCN1C(=O)CCC1CCNCc1ccc(F)cc1 (stereo not given)	-0.3	-1.8	-0.1	-12.1
CSc1ncccc1C(=O)OCC(=O)N(C)C1CCS(=O)(=O)C1 (stereo not given)	-1.5	-6.0	0.1	0.0
Cc1cc(C(=O)NCC2CCCO2)c2cc(F)ccc2n1 (stereo not given)	2.0	7.9	0.2	11.9
COc1cc(/C=C2/C(=N)N3N=C(C)SC3=NC2=O)ccc1OCCOc1ccccc1Cl	1.2	1.2	-0.2	3.5
O=C(CSc1nnc(NC(=O)c2ccccc2Cl)s1)Nc1ccc([N+](=O)[O-])cc1	-2.0	8.0	0.1	-36.7
Brc1ccc2c(c1)C1C=CCC1C(c1ccncc1)N2 (stereo not given)	-0.3	5.1	-0.3	1.4
COc1ccc(Oc2c(C(F)(F)F)oc3c(CN4CCOCC4)c(O)ccc3c2=O)cc1	-1.0	-3.0	0.1	-2.8
N#CC1=C(C(C#N)C#N)NC(O)(C2CC2)C([n+]2ccccc2)C1c1ccccc1F (stereo not given)	0.8	7.3	0.1	0.5
CCC(CO)NC(=O)c1ccc(Br)c(S(=O)(=O)N2CCOCC2)c1 (stereo not given)	0.4	15.8	0.0	11.7
COc1cccc(NC(=O)C(OC(=O)c2ccc3c(c2)OCCO3)c2ccccc2)c1 (stereo not given)	-2.1	17.4	0.2	-4.7
O=C(CCSCc1ccccc1F)NCc1ccccc1Cl	0.1	8.2	-0.1	-3.6
COc1ccc(-c2nc(C(N)=O)c3[nH]c(=O)n(-c4cccc(C)c4)c3n2)cc1O	-0.9	11.0	0.2	63.8*
O=C(N/N=C/c1ccc([N+](=O)[O-])cc1)C1C2CCCC1C2c1ccccc1 (stereo not given)	0.9	2.9	0.0	-15.0
Cc1cccc(NC(=O)CSc2nc(N)c(C#N)c(-c3cccs3)c2C#N)c1	0.1	-3.3	-0.1	-13.0
c1ccc(C2CCCN(c3ncnc4nc[nH]c34)C2)cc1 (stereo not given)	-1.7	1.1	-0.1	-16.5

Structures above with a thiophene ring, fused or not:
SMILES	GPR151 ag	MITF inh	FBW7 act	TEAD-YAP inh
O=C(Nc1ccc(NC(=O)C(c2ccccc2)c2ccccc2)cc1)c1cccs1	4.8	0.6	0.0	-2.6
CCN(CC)c1ncnc2sc(C(=O)Nc3nc4c(C)cccc4s3)c(C)c12	0.5	1.1	0.0	-4.9
Cc1cccc(NC(=O)CSc2nc(N)c(C#N)c(-c3cccs3)c2C#N)c1	0.1	-3.3	-0.1	-13.0

Additional entries follow:
SMILES	GPR151 ag	MITF inh	FBW7 act	TEAD-YAP inh
Cc1ccc(S(=O)(=O)Nc2cc(-n3c(C)nc4ccccc4c3=O)ccc2F)c(C)c1	1.3	-14.5	0.1	-1.0
Cc1ccc(C)c(NC(=O)CSc2nnc(C)s2)c1	-1.5	28.3	1.0	10.0
O=C(NCCN1CCOC(c2ccccc2)C1)c1cccs1 (stereo not given)	-1.2	6.5	0.1	-10.1
CS(=O)(=O)N(CCc1ccccc1)CC(=O)Nc1ccc(Cl)c(C(F)(F)F)c1	-1.7	6.5	-0.1	-2.5
CCOCC(=O)Nc1c(C(=O)OCC)oc2ccccc12	-1.6	6.0	0.7	0.7
CCOC(=O)CSc1ccc(S(=O)(=O)N2CCN(c3cccc(C)c3C)CC2)cc1[N+](=O)[O-]	-1.7	15.8	-0.1	-2.9
COc1ccc(Cl)cc1NC(=S)N1CCC(N(C)CCN2CCOCC2)CC1	-1.7	-5.4	-0.1	-9.0
C/C(=N\N=C\c1ccc(F)cc1)c1nnn(-c2nonc2N)c1C	-1.8	-1.3	0.2	-31.4
Cc1n[nH]c(C)c1C(=O)CC1(O)C(=O)Nc2ccccc21 (stereo not given)	-0.6	13.2	0.3	2.2
COC(=O)C(C)NC(=O)c1ccc(F)cc1 (stereo not given)	-2.4	10.1	0.5	6.4
Cc1ccc(C(C)n2cc(C(=O)NCc3ccncc3)nn2)cc1 (stereo not given)	0.6	-2.7	-0.1	-6.8
C=CCOc1cccc(/C=C2\C(=O)N(c3ccc(C)cc3)C(C)=C2C(=O)OCC)c1	-1.1	11.4	-0.1	4.3
O=C(c1ccc([N+](=O)[O-])o1)N1CCN(Cc2ccccc2)CC1	2.8	-1.9	0.2	11.1
CCC(=O)N=c1sc2ccccc2n1C	-1.3	-2.3	0.7	-11.3
Cc1cc(NC(=O)COc2ccc3c4c(c(=O)oc3c2)CCC4)no1	1.8	1.1	0.0	-16.3
O=C(c1ccc(Sc2ccc(Br)cc2)c([N+](=O)[O-])c1)N1CCN(C(c2ccccc2)c2ccc(Cl)cc2)CC1 (stereo not given)	2.6	5.9	0.0	-0.2
Cc1c(Cl)cccc1NC(=S)NCCN1CCOCC1	1.5	-5.2	-0.1	1.2
Cc1ccc(Cl)cc1N(Cc1ccc(C(=O)N2CCN(c3ccccc3)CC2)cc1)S(=O)(=O)c1ccccc1	-0.7	7.9	0.0	7.2
CN1CCN(c2ccc3nnc(CCC(=O)NCCc4c[nH]c5ccccc45)n3n2)CC1	1.1	19.2	0.1	5.8
CCCc1cc2c(=O)c(-c3cc4ccccc4o3)coc2cc1OC(C)=O	0.4	3.3	-0.2	25.1
N/C(=N\OC(=O)c1ccc(Cl)cc1Cl)c1ccc([N+](=O)[O-])cc1	-0.1	14.7	0.2	-25.8
CCOC(=O)c1c(NC(=O)C(CC)OC(=O)CN2C(=O)c3cccc([N+](=O)[O-])c3C2=O)sc2c1CCCC2 (stereo not given)	0.9	7.1	-0.1	5.7
